AmpC detergent = AmpC beta-lactamase inhibition with detergent present. P00811. AID 485294. AmpC hydrolysis of nitrocefin, absorbance 480 nm, 0.01% Triton. 0.041% of 370,000 active. Potency, µM (highest dose often 114 µM), for the others: at the highest dose activity change, negative = inhibition, usual class: inhibitors; active = well fitted inhibition curve with a large enough effect; inconclusive = small, poorly fitted or top-dose-only effect;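 also: potency is read from the fitted curve at half-maximal effect; 0% = no-compound wells and -100% = no-enzyme wells; nearly all actives have a fitted effect of over 25% in size; some results filed as inactive show a strong effect at the top dose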
Target sequence (P00811 whole entry, looked up): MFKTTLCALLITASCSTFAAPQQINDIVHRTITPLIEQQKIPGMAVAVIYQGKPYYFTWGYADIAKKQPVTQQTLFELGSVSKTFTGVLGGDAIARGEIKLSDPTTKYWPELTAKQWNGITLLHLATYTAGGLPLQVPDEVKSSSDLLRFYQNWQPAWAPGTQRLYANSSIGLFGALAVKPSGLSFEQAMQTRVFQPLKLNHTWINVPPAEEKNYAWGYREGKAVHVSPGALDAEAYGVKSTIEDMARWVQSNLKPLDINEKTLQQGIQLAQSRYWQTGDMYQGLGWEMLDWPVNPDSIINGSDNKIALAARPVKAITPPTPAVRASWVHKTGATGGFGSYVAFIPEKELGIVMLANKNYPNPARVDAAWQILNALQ
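AmpC (5.3 nM in the dispensed reagent) in 20 mM phosphate pH 7.0 with 0.01% (detergent screen) or 0.0001% Triton X-100 was preincubated with compounds for 15 min at room temperature. Nitrocefin was then added from an 800 uM solution, and hydrolysis was followed at 480 nm.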
HCMV antiviral = blocks human cytomegalovirus replication | 4.5% of 410,000 active | activity change, negative = inhibition, % at 57.5 µM | HFF cells, HCMV-luciferase reporter, 72 h; active compounds read low; in the data active = activity change below about -60%; inconclusive = no clear call, values can overlap the other calls; inactive = above about -39%
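Compounds were evaluated in HFFs infected with an HCMV luciferase reporter virus (MOI 1 PFU/cell). Luciferase in lysates collected 72 h post infection served as the replication measure.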
Active calls of the source: *; u = inconclusive; [ ] = dose if it differs, or a comment. Unless noted, % is scaled to controls: 0 for no effect and ±100 for the full control effect. These rows are one share of the data; count on the stated rates, not on these rows.

molecule	AmpC detergent	HCMV antiviral
Cc1cccc(C(=O)Nc2nnc(S(=O)(=O)N3CCCc4ccccc43)s2)c1	-3.8%	4.3
CCc1cccc(NC(=O)CN2C(=O)COc3ccc(S(=O)(=O)N4CCC(C)CC4)cc32)c1	4.3%	-2.6
O=C(NCCCN1CCN(c2ccccc2F)CC1)c1ccc2nc(Cc3ccccc3)oc2c1	16.3%	-2.8
CCOc1ccc(NC(=O)c2c(NCc3ccc(C)o3)sc3c2CCCCC3)cc1	3.7%	-6.1
Cc1cccc(NC(=O)C(=O)NCC(c2ccc3c(c2)OCO3)N2CCN(c3ccccc3)CC2)c1 (stereo not given)	2.7%	27.4
O=C(NCCc1ccccc1)c1ccc2c(c1)CCN2S(=O)(=O)c1ccc(Br)cc1	16.5%	-5.4
CCN(c1ccccc1)S(=O)(=O)c1ccc(NC(=O)c2cc(=O)c3cc(C)c(C)cc3o2)cc1	5.3%	1.5
COc1ccc(CNC(=O)c2cc3c(=O)n(Cc4ccco4)ccc3nc2C)cc1	0.9%	-30.5
CCOc1ccc(N2CC(NC(=O)C3CC3)CC2=O)cc1 (stereo not given)	0.6%	-17.4
CCc1nc(SCc2cc(=O)c3cc(F)ccc3[nH]2)n[nH]1	3.3%	2.8

Further compounds follow.
molecule	AmpC detergent	HCMV antiviral
CCn1c(=O)c2sccc2n2c(CCCC(=O)N3CCN(c4cc(C)ccc4C)CC3)nnc12	11.8%	u
Cc1ccc(Nc2ncnc3c2nc2n3CCCC2)cc1F	1.2%	42.1
COc1ccc(NC(=O)CCc2nnc3n(Cc4ccc(C)cc4)c(=O)c4ccccc4n23)cc1	-3.4%	-21.2
CNS(=O)(=O)c1cn(CC(=O)N2CCN(c3cc(C)ccc3C)CC2)cc1S(=O)(=O)NC	19.3%	0.0
Cc1ccc(C(=O)OCc2cc(=O)n3nc(-c4cccs4)sc3n2)cc1	18.5%	18.8
CCOc1ccc(CCNC(=O)c2cc3c(-c4ccccc4F)nn(C)c3s2)cc1	9.7%	-9.1
COc1cc(C(=O)Nc2nc3nc(-c4ccccc4)cc(=O)n3[nH]2)cc(OC)c1OC	17.3%	0.0
CCc1ccccc1NC(=O)c1ccc2c(c1)CCCN2S(C)(=O)=O	-1.9%	26.6
COc1ccc(OC)c(NC(=O)Cn2c(=O)oc3cc(S(=O)(=O)NCc4ccccc4)ccc32)c1	3.8%	u
CCOc1ccc(S(=O)(=O)n2nc(C)c(S(=O)(=O)N3CCCCCC3)c2C)cc1	-5.5%	0.4

More entries:
molecule	AmpC detergent	HCMV antiviral
COc1ccc(CNC(=O)Cn2nc(C)c3c(C)n(-c4ccccc4)nc3c2=O)cc1OC	2.6%	58.4
COCCN1Cc2cccc(C(=O)Nc3ccc(C(=O)OC)cc3)c2C1=O	-0.6%	-7.8
COc1ccc(OC)c(NC(=O)C(C)n2c(=O)cc(C)c3c(C)nn(-c4ccccc4)c32)c1 (stereo not given)	22.4%	1.1
CCCn1c2ccccc2c2cnn(CC(=O)Nc3ccccc3OC)c(=O)c21	3.9%	u
Cc1ccc(Cl)cc1NC(=O)Cn1nnc2sc3c(c2c1=O)CCC(C(C)(C)C)C3 (stereo not given)	2.5%	-30.4
O=C(Cn1nc(Cc2ccncc2)c2ccccc2c1=O)Nc1cccc(C(F)(F)F)c1	8.2%	-38.2
CCN(CC)CCNC(=O)c1ccc(Cn2c(SCc3ccccc3)nc3cccnc32)cc1	23.6%	20.5
CCC(=O)N1CCc2cc(Br)cc(S(=O)(=O)N3CCC(C(=O)Nc4ccccc4CC)CC3)c21	12.5%	11.6
COc1cc2c(cc1OC)n(CC(=O)Nc1ccc(C)cc1C)c(=O)n1nc(-c3ccccc3)nc21	17.1%	-25.7
COc1ccc(OC)c2sc(N(CCCN(C)C)C(=O)c3ccco3)nc12	11.4%	12.7

The list continues.
molecule	AmpC detergent	HCMV antiviral
COc1cccc(-c2nc(S(=O)(=O)c3ccc(C)cc3)c(N3CCCCCC3)o2)c1	23.9%	-0.7
COc1ccc(CCNC(=O)CCc2c(C)nc3cc(-c4ccccc4OC)nn3c2C)c(OC)c1	0.9%	-13.6
Oc1c(C(c2ccc(Cl)cc2)N2CCCC2)sc2nc(-c3ccco3)nn12 (stereo not given)	0.6%	-0.6
COc1ccc(C2c3cc(OC)c(OC)cc3CC(=O)N2c2ccc(C)c(F)c2)cc1 (stereo not given)	12.0%	13.2
Cc1cccc(C(=O)NNc2ncnc3c2cnn3-c2ccc(C)cc2C)c1	3.3%	-9.9
COc1cc(NC(=O)CN(C)S(=O)(=O)c2ccc3[nH]c4c(c3c2)CCCC4)cc(OC)c1OC	-2.2%	-3.7
COC(=O)C1=C(C)NC(=O)C1(NC(=O)c1ccccc1C)C(F)(F)F (stereo not given)	23.9%	0.9
CCOC(=O)c1c(S(=O)(=O)N2CCCC(C(=O)N3CCN(c4ccccc4)CC3)C2)c(C)n(C)c1C (stereo not given)	0.7%	-0.9
CCc1cccc(NC(=O)c2ccc3c(=O)n4nc(Nc5ccccc5OC)sc4nc3c2)c1	-8.1%	-88.0*
COc1ccc(-c2cnc(C)o2)cc1S(=O)(=O)Nc1ccc(C)c(F)c1	u	-0.7

Next part:
molecule	AmpC detergent	HCMV antiviral
Cc1ccc(N2C(=O)CCSC23C(=O)N(Cc2ccccc2)c2ccccc23)cc1F (stereo not given)	-6.5%	0.0
Cc1cc(NC(=O)CCS(=O)(=O)c2cc(Br)cc3c2N(C(=O)C2CC2)CC3)ccc1Br	4.7%	-4.6
Cc1ccccc1CSc1cn(CCNC(=O)c2cccs2)c2ccccc12	-0.1%	-1.2
Cc1ccc(S(=O)(=O)N2CCCc3cc(NC(=O)c4ccc(C(F)(F)F)cc4)ccc32)cc1	-1.9%	6.8
O=C(CSc1ncc(S(=O)(=O)c2ccc(Br)cc2)c(=O)[nH]1)NCc1ccc(Cl)cc1	17.9%	-7.9
CC(C)(C)c1ccc(Cn2c(Cc3ccccc3)nc3ccccc32)cc1	13.3%	-35.3
CCOc1ccc(-n2c(=O)c3c4c(sc3n(CC(=O)NC(C)CC)c2=O)CCC4)cc1 (stereo not given)	21.7%	8.5
CC(C)CN(CC(C)C)c1nnc(NC(=O)Nc2cccc(C(F)(F)F)c2)s1	15.2%	-38.0
CCc1ccc(-c2nn(-c3ccc(OC)cc3)c3c2cnc2ccc(OC)cc23)cc1	1.4%	-15.9
Cc1ccc(C)c(CN2C(=O)c3ccccc3S(=O)(=O)c3ccc(C(=O)N(C)C4CCCCC4)cc32)c1	-8.3%	-75.7*

Single records (already shown).
Cc1ccc(C)c(CN2C(=O)c3ccccc3S(=O)(=O)c3ccc(C(=O)N(C)C4CCCCC4)cc32)c1 is listed with AmpC detergent: -8.3%; HCMV antiviral: -75.7*
O=C(CSc1ncc(S(=O)(=O)c2ccc(Br)cc2)c(=O)[nH]1)NCc1ccc(Cl)cc1 is listed with AmpC detergent: 17.9%; HCMV antiviral: -7.9

The list continues:
molecule	AmpC detergent	HCMV antiviral
COc1ccc(-n2nc(C(=O)N(C)c3cc(Cl)ccc3OC)c3c4ccccc4n(C)c3c2=O)cc1	-3.6%	-2.6
CN(C)c1ccc(C(CNS(=O)(=O)c2ccc(F)cc2F)N2CCOCC2)cc1 (stereo not given)	3.0%	0.7
CCOC(=O)N1CCN(C(=O)CN(c2ccccc2F)S(=O)(=O)c2ccc(C)cc2)CC1	22.2%	-7.0
CC(C)C(=O)c1cc2c(cc1NC(=O)c1ccccc1F)OCCO2	12.5%	-5.9
O=S(=O)(c1ccc(-c2cc(C(F)(F)F)on2)s1)N1CCN(c2ccccc2)CC1	4.0%	41.1
CSc1ncc(Cl)c(C(=O)N(Cc2ccc(N(C)C)cc2)Cc2ccco2)n1	15.5%	-17.1
O=C(Nc1ccc2oc(-c3cccnc3)nc2c1)c1ccc(-c2cccc(OC(F)(F)F)c2)o1	34.2%[activator]	-82.0*
COc1cc(C2C(=O)N(C3CCCCC3)CC(=O)N2C2CCCCC2)ccc1OC(C)C (stereo not given)	-2.0%	-16.4
CCOC(=O)c1c(NC(=O)CCCOc2ccc(Cl)cc2)sc2c1CCC2	0.7%	9.5
COc1ccc(CCC(=O)NCCc2csc(-c3ccc(F)cc3)n2)cc1	-9.8%	41.8

Pulled one by one from the entries so far (five):
molecule	AmpC detergent	HCMV antiviral
CSc1ncc(Cl)c(C(=O)N(Cc2ccc(N(C)C)cc2)Cc2ccco2)n1	15.5%	-17.1
CCOC(=O)N1CCN(C(=O)CN(c2ccccc2F)S(=O)(=O)c2ccc(C)cc2)CC1	22.2%	-7.0
CCOC(=O)c1c(NC(=O)CCCOc2ccc(Cl)cc2)sc2c1CCC2	0.7%	9.5
O=S(=O)(c1ccc(-c2cc(C(F)(F)F)on2)s1)N1CCN(c2ccccc2)CC1	4.0%	41.1
O=C(Nc1ccc2oc(-c3cccnc3)nc2c1)c1ccc(-c2cccc(OC(F)(F)F)c2)o1	34.2%[activator]	-82.0*

Remaining list, next part
molecule	AmpC detergent	HCMV antiviral
COc1cccc(C(=O)Nc2ccc3nc(SCC(=O)N4CCc5ccccc54)sc3c2)c1	11.4%	42.9
CCc1ccc(CNC(=O)Cn2nc(C)n3c(cc4cc(C)ccc43)c2=O)cc1	12.4%	-13.0
CCCc1nn2c(=O)cc(COC(=O)c3ccc(NC(=O)c4cccs4)cc3)nc2s1	16.9%	-96.5*
COc1ccc(-c2cc(C)no2)cc1S(=O)(=O)Nc1c(C)cc(C)cc1C	-4.2%	0.0
Fc1ccc(C(c2nnc(-c3ccccc3)o2)N2CCN(c3cccc(Cl)c3)CC2)cc1 (stereo not given)	19.3%	14.5
COc1ccc(CCNS(=O)(=O)c2ccc(N3CCCCS3(=O)=O)cc2)cc1OC	16.9%	-19.4
Cc1ccccc1C(=O)NCCc1sc(-c2ccc(Cl)cc2)nc1C	4.3%	42.7
CCOc1ccc(CCNC(=O)C2CCCN(c3nnc(C)c4c(C)n(-c5ccccc5)nc34)C2)cc1 (stereo not given)	16.5%	u
CCc1cccc(C)c1NC(=O)Cn1cc2c(n1)CCCC2	22.2%	-17.7
Cc1ccc(C)c(CN2C(=O)CSc3ccc(C(=O)NCc4ccccc4)cc32)c1	4.8%	-11.8

Continuation.
molecule	AmpC detergent	HCMV antiviral
Cc1ccc(Cl)cc1NC(=O)C1CCN(S(=O)(=O)c2cccc3nonc23)CC1	17.0%	-28.1
CCCCOc1ccc(OC(=O)c2sc3ncn(Cc4cccc(F)c4)c(=O)c3c2C)cc1	5.0%	9.9
COc1ccccc1CCNC(=O)C(=O)NCC(c1cccs1)S(=O)(=O)c1cccs1 (stereo not given)	-0.2%	-22.0
CCc1ccc(NC(=O)CN2C(=O)c3ccccc3Sc3ccc(C(=O)N4CCCC4)cc32)cc1	1.6%	14.3
CCOc1ccc(/C=C/c2nc(C#N)c(N3CCC(C)CC3)o2)cc1	23.2%	-15.7
COc1cc(C(=O)NCC(c2ccc(N(C)C)cc2)N2CCc3ccccc32)cc(OC)c1OC (stereo not given)	-1.5%	-33.7
COc1cccc(-n2cc(C(=O)NCCc3cccc(C)c3)c3ccccc3c2=O)c1	-3.9%	-36.2
COc1ccc(N2CCN(S(=O)(=O)c3ccc4c(c3)C(C(C)C)C(=O)N4)CC2)cc1 (stereo not given)	-1.5%	-19.6
O=C(Cn1nc(-c2ccc(Cl)cc2)ccc1=O)NCCc1ccccc1	5.3%	35.3
Cc1nc2nc(NC(=O)C(C)C)[nH]n2c(=O)c1Cc1ccccc1	15.3%	-9.4

Next part:
molecule	AmpC detergent	HCMV antiviral
COc1ccc(Cc2nc3ccc(C(=O)NCCc4ccc(OC)c(OC)c4)cc3o2)cc1	0.2%	u
Cc1cccc(NC(=O)CSc2nc(=O)n(Cc3ccco3)c3c2CCC3)c1C	-1.0%	-27.8
O=C(NC1CC(=O)N(c2cccc(F)c2)C1)c1ccc2c(c1)OCO2 (stereo not given)	3.9%	42.5
CCOc1ccc(/C=C/c2nc(C#N)c(Nc3ccc(OCC)cc3)o2)cc1	7.2%	1.4
COc1ccc(NC(=O)C(c2ccc(C)cc2)N(C)C(=O)/C=C\c2ccc3c(c2)OCO3)cc1 (stereo not given)	9.9%	-7.1
Cc1ccc(OCc2nc3ccccc3n2Cc2ccccc2Cl)cc1	9.4%	-33.2
Cc1ccc(CN2CCc3nc(N4CCN(c5ccccc5F)CC4)ncc3C2)s1	-10.6%	-7.0
CCCCC(=O)N1c2ccccc2C(C)(c2ccccc2)CC1(C)C (stereo not given)	10.4%	-6.5
CCCn1c(CCC(=O)Nc2cccc(C)c2C)nc2cccnc21	0.3%	10.8
Cc1c(-c2ccccc2)c(=O)oc2c(CN3CCCC3)c(O)ccc12	-3.8%	2.1

(more compounds)
molecule	AmpC detergent	HCMV antiviral
COc1cc(Cl)c(C)cc1NC(=O)Cn1c(C)c2cnn(-c3ccccc3)c(=O)c2c1C	6.1%	2.9
CCc1nnc2c(Nc3ccccc3Br)nc3ccccc3n12	9.1%	23.9
Cc1cccc(OCC(=O)N2CCN(CCc3ccccn3)CC2)c1	15.2%	7.2
C#CCSc1nc2sc3c(c2c(=O)n1-c1cccc(OC)c1)CCN(C(C)=O)C3	3.7%	-30.0
